Source: PubChem BioAssay
GIRK2 activator – activators of NPY4-receptor-primed GIRK2 channels, summary, cell-based, HEK293, thallium flux. 34,000 tested, under 10 active. HEK293 GIRK2/NPY4 cells, thallium flux fluorescence. activation (% efficacy), % for hits at 37.5 µM. G protein-activated inward rectifier potassium channel 2 (Homo sapiens), P48051;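 active = primary screen hit, no activity in plain HEK293 cells, and in GIRK2-only cells above 5% efficacy rising with concentration; inactive = the rest, including fluorescent compounds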;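 also: efficacy is normalized control-subtracted fluorescence 15 s after thallium addition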
Target sequence (P48051 whole entry, looked up): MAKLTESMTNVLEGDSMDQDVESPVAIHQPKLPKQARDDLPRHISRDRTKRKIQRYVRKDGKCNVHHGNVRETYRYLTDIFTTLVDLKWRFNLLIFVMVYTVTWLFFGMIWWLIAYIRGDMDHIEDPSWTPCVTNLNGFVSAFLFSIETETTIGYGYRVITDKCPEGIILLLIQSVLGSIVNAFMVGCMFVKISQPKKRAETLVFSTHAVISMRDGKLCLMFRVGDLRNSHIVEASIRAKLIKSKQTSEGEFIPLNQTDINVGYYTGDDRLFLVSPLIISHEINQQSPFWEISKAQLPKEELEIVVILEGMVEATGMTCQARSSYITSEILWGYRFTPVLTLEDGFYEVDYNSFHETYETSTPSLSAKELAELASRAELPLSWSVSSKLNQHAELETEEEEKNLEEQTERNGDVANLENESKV
Calls only; i = inactive.

A first look (two entries):
Compound,GIRK2 activator
CCn1nnc2c(N3CCN(C(=O)Nc4ccc(C(F)(F)F)cc4)CC3)ncnc21,i
N#CC1(C(=O)NCc2ccc3c(c2)OCO3)CC1,i

The list itself (from the top)
Compound,GIRK2 activator
CCn1nnc2c(N3CCN(C(=O)Nc4ccc(C(F)(F)F)cc4)CC3)ncnc21,i
N#CC1(C(=O)NCc2ccc3c(c2)OCO3)CC1,i
CCC(=O)c1ccc(OCC(O)CN2CCN(c3ccccc3Cl)CC2)cc1 (configuration not stated),i
O=C(C1CCCC1)N1CCc2ccc(NS(=O)(=O)c3ccc4c(c3)OCCO4)cc21,i
C=CCn1c(SCC(=O)Nc2ncc(Cc3ccc(F)cc3)s2)nnc1-c1ccncc1,i
CN1CCN(C(CNS(=O)(=O)c2ccc3c(c2)OCCO3)c2cccn2C)CC1 (configuration not stated),i
CCCC(=O)Nc1cccc(-c2cn3nc(OC)ccc3n2)c1,i
COc1ccc(-c2ccc(N3CCN(C(=O)c4c(F)cccc4F)CC3)nn2)cc1OC,i
Cc1ccc(-c2nnc(NC(=O)CN3C(=O)CCC3=O)o2)cc1C,i
O=C(CSCc1ccccc1)Nc1cc(-c2ccco2)nn1-c1nc2c(c(=O)[nH]1)CCCC2,i
O=c1ccc(-c2ccc(F)cc2)nn1CCCNS(=O)(=O)c1ccc(F)c(Cl)c1,i
Cc1ccc(NC(=O)NCC2(O)CCCC2)cc1C,i
O=C(COc1ccc(F)cc1)NCCc1ccsc1,i
CC(=O)Nc1ccc(NC(=O)c2ccc(=O)n(Cc3cccc(C(F)(F)F)c3)c2)cc1,i
CC(C)(C)NC(=O)C(=O)NCC1CCN(C(=O)COc2ccccc2)CC1,i
COc1cc(COCC2CCN(C(=O)/C=C/c3ccccc3Cl)CC2)cc(OC)c1,i
COc1ccc(C(=O)N2N=C(c3ccccc3OC)CC2c2ccc3nccnc3c2)cc1 (configuration not stated),i
COc1ccc(CC(=O)Nn2cnc3c(cnn3-c3ccc(C)cc3)c2=O)cc1OC,i
CCc1ccc2nc(N3CCN(C(=O)c4ccnn4C)CC3)sc2c1,i
COc1ccc(S(=O)(=O)c2cc3cc(Cl)ccc3oc2=O)cc1,i
CC(C)NC(=O)C(=O)NCC(O)(c1cccs1)C1CC1 (configuration not stated),i
Cc1ccc(C)c(Sc2cc(N3CCC(C(=O)N4CCCCC4)CC3)ncn2)c1,i
CS(=O)(=O)N1CCC(C(=O)Nc2cc(-c3cccs3)nn2CCO)CC1,i
Cc1cc(C)n(CC(=O)Nc2ccc3c(c2)OCCO3)c(=O)c1-c1nc(-c2ccc(Cl)cc2)no1,i
O=C(c1cccs1)N1CCc2ccc(NS(=O)(=O)c3ccc(Cl)cc3)cc21,i
COc1ccccc1C(=O)NNC(=O)c1cccn(Cc2ccc(Cl)c(Cl)c2)c1=O,i
NC(=O)C1CCN(C(=O)Cn2cnc(-c3ccccc3)cc2=O)CC1,i
O=C(CSc1ncccc1C(=O)O)Nc1ccc(Cl)cc1Cl,i
CC(C)(C)c1ccc(NC(=O)NCC(O)C2CCCCC2)cc1 (configuration not stated),i
O=C(Cn1c(=O)n(Cc2ccco2)c(=O)c2sc3ccccc3c21)NCc1ccccc1,i
COc1ccc([N+](=O)[O-])cc1N1C(=S)N(c2ccccc2)C2CS(=O)(=O)CC21 (configuration not stated),i
CSc1nc2ccc3nc(NC(=O)C4CCN(S(C)(=O)=O)CC4)sc3c2s1,i
CCC(C(=O)NCCCn1cccc1)c1ccccc1 (configuration not stated),i
COc1ccc(NC(=O)CCc2csc(NS(=O)(=O)c3ccc(C)cc3)n2)c(OC)c1,i
O=S(=O)(NCC(O)c1ccc(C(F)(F)F)cc1)C1CC1 (configuration not stated),i
CCS(=O)(=O)c1ccc(CC(=O)Nc2cc(C)nn2C(C)C)cc1,i
COc1ccc(NC(=O)Cn2nc(C(=O)Nc3ccc(OC)cc3)ccc2=O)cc1,i
CCC(CO)NC(=O)C(=O)Nc1c(C(N)=O)oc2ccccc12 (configuration not stated),i
Cc1nc(Nc2ccc(NC(=O)c3ccc(Br)o3)cc2)cc(-n2cccn2)n1,i
O=C(COc1ccc(Cl)cc1Cl)NCCC(O)c1cccs1 (configuration not stated),i
Cc1csc(NC(=O)CSc2nc(=O)n(CC3CCCO3)c3c2CCCC3)n1 (configuration not stated),i
COc1cc([N+](=O)[O-])ccc1NC(=O)c1ccc(=O)n(Cc2cccc([N+](=O)[O-])c2)c1,i
CCCOC(=O)c1c(N)n(CCC)c2nc3ccccc3nc12,i
Cc1cc(NS(=O)(=O)c2ccc3ccccc3c2)ccc1N1CCCCC1=O,i
CC(=O)N1CCc2ccc(NC(=O)C3CCN(S(C)(=O)=O)CC3)cc2C1,i
Cc1cc(C(=O)Nc2cc(-c3ccco3)nn2CCO)c(C)o1,i
Cc1cc(NC(=O)Cn2cnc(-c3ccccc3)cc2=O)no1,i
CC1CCc2c(sc(NC(=O)CCCS(=O)(=O)c3ccccc3)c2C#N)C1 (configuration not stated),i
CC(C)(C)CN(C(=O)c1ccsc1)c1ccncc1,i
CCn1nnc2c(N3CCN(C(=O)/C=C\c4ccc(OC)cc4)CC3)ncnc21,i
COC(=O)Cn1c(=O)c2c(nc3n(-c4ccccc4F)c(C)cn23)n(C)c1=O,i
O=C(c1ccco1)N1CCN(c2nccn2-c2cccc(Cl)c2)CC1,i
Cc1cc(=O)[nH]c(-n2nc(C3CC3)cc2NC(=O)c2ccccc2Cl)n1,i
Cc1cn2c3c(=O)n(CCCc4ccccc4)c(=O)n(C)c3nc2n1C1CCCC1,i
CCOc1ccc(S(=O)(=O)N2CCN(c3ccc(-c4cccnc4)nn3)CC2)cc1,i
COc1ccccc1Cc1noc(C2CN(C(=O)c3ccc(=O)n(C)n3)C2)n1,i

Later entries:
Compound,GIRK2 activator
Cc1ccc2c(CC(=O)NCc3ccco3)cc(=O)oc2c1,i
COc1ccc(-c2cc(CC(=O)N3CCCC(C)C3)no2)cc1 (configuration not stated),i
Cc1ccc(OCC(=O)NCC2CCN(Cc3ccco3)CC2)cc1,i
CCOC(=O)N1CCN(C(=O)Cc2cc(=O)oc3cc(C)ccc23)CC1,i
COc1cccc(C(CNC(=O)c2cccs2)N2CCOCC2)c1 (configuration not stated),i
COc1ccc(CC(=O)Nc2cc(C3CC3)nn2-c2nc(C)cc(=O)[nH]2)cc1,i
O=C(NC1CCCCC1)N(Cc1ccccn1)Cc1ccco1,i
COc1cccc(OC)c1C(=O)NCC1COC2(CCCCC2)O1 (configuration not stated),i
COc1ccc(C(=O)N2CCC(CN3CCN(C)CC3C)CC2)cc1 (configuration not stated),i
CCCCOc1ccc(C(=O)NCC(C)(O)COC)cc1 (configuration not stated),i
COc1ccc(Cl)cc1S(=O)(=O)Nc1ccc(CC(=O)NCc2cccs2)cc1,i
COc1nn(C)cc1-c1nnc(SCC(=O)Nc2ccc(C)c(Cl)c2)n1C,i
O=C1NC2(CCN(S(=O)(=O)c3ccccc3)CC2)C(=O)N1CCOc1ccccc1,i
O=C(NCC(O)c1ccc(C(F)(F)F)cc1)C1CCC1 (configuration not stated),i
CC1Cc2cc(-c3cc(CC(=O)NCc4ccco4)no3)ccc2O1 (configuration not stated),i
COCCNC(=O)Cn1nc2c(c1NC(=O)c1ccc(C)c(C)c1)CSC2,i
COC(=O)Cn1c(=NC(=O)CS(=O)(=O)Cc2ccccc2)sc2cc(OC)ccc21,i
COc1ccc(C2CCN(C(=O)C3CCC3)C2)cc1 (configuration not stated),i
Cc1ccc(CNC(=O)CSc2nnc(-c3ccncc3)o2)cc1,i
COc1ccc2c(=O)c(Oc3ccc(C(=O)NCc4cccnc4)cc3)c(C)oc2c1,i
COc1ccc(-c2cc(N3CCC(C(=O)NCc4ccco4)CC3)ncn2)cc1,i
COC(=O)C12CC3CC(CC(NC(=O)C4CCC4)(C3)C1)C2,i
O=C(COc1ccc2c(c1)OCO2)N1CCN(c2ccc(-c3ccncc3)nn2)CC1,i
CCc1cnc2c(c1N1CCC(O)CC1)c(=O)n(C)c(=O)n2C,i

Three structures from above, sorted by molecular weight, rising.
Compound,GIRK2 activator
COc1ccc(C2CCN(C(=O)C3CCC3)C2)cc1 (configuration not stated),i
COC(=O)C12CC3CC(CC(NC(=O)C4CCC4)(C3)C1)C2,i
CCc1cnc2c(c1N1CCC(O)CC1)c(=O)n(C)c(=O)n2C,i

Following part
Compound,GIRK2 activator
O=C(NCc1ccco1)c1sccc1S(=O)(=O)N1CCN(c2ccccc2F)CC1,i
Nc1nc(SCC(=O)Nc2ccccc2)ncc1S(=O)(=O)c1ccc(Cl)s1,i
O=C(Cc1ccc(NC(=O)c2cccs2)cc1)NCc1cccs1,i
CSc1cccc(-n2nnc(C(=O)OCc3ccccc3)c2C)c1,i
CCOc1ccc(-c2noc(-c3cc(-c4ccco4)n[nH]3)n2)cc1,i
COc1ccc(CNC(=O)C(=O)Nc2ccc3c(c2)N(C(=O)C(C)C)CCC3)cc1,i
Cc1cc(NC(=O)CCS(=O)(=O)c2ccc(Cl)cc2)n(C)n1,i
O=C(CNS(=O)(=O)CCc1ccccc1)N1CCOC(c2ccccc2)C1 (configuration not stated),i
O=C(Nc1nnc(-c2ccc(Br)s2)o1)c1cc2ccccc2o1,i
O=C(NCCCN1CCOCC1)C(=O)Nc1ccc2c(c1)OCO2,i
Cc1cc([N+](=O)[O-])ccc1NC(=O)c1ccc(=O)n(Cc2cccc(C(F)(F)F)c2)c1,i
COc1ccc(CC(=O)NCCOc2ccc3nnc(-c4ccccc4)n3n2)cc1OC,i
CCCN1CCCc2cc(CCNC(=O)OC)ccc21,i
Cn1c(C2CC(=O)N(c3ccc(Cl)cc3)C2)nc2ccccc21 (configuration not stated),i
Cn1nc(-c2cccc(NC(=O)C3c4ccccc4Oc4ccccc43)c2)ccc1=O,i
NS(=O)(=O)c1ccc(NC(=O)CC2=NS(=O)(=O)c3ccccc3N2)cc1,i

Filtered by structure: those above with a tert-butyl group (three)
Compound,GIRK2 activator
CC(C)(C)NC(=O)C(=O)NCC1CCN(C(=O)COc2ccccc2)CC1,i
CC(C)(C)c1ccc(NC(=O)NCC(O)C2CCCCC2)cc1 (configuration not stated),i
CC(C)(C)CN(C(=O)c1ccsc1)c1ccncc1,i

Remaining list, next part:
Compound,GIRK2 activator
CCN(CC)CCSc1ccc(NC(=O)c2cccc(F)c2)nn1,i
O=C(Nc1ccccc1C(F)(F)F)c1ccc(=O)n(Cc2ccccc2F)c1,i
NC(=O)C1Cc2ccccc2N1C(=O)c1cccc(Br)c1 (configuration not stated),i
CC(C)c1ccc(NC(=O)c2ccc([N+](=O)[O-])cc2)cc1,i
Cc1cc(=O)n(CC(=O)Nc2nc3ccccc3[nH]2)cn1,i
COc1ccc(Cl)c2sc(N(Cc3cccnc3)C(=O)c3cc(C)no3)nc12,i
O=C(NCCCn1ccnc1)C1COCC(=O)N1Cc1ccccc1 (configuration not stated),i
COc1cc(CSc2ncnc3c2nnn3C)cc(OC)c1,i

Filtered by structure: the entries above with a CF3 group
Compound,GIRK2 activator
CCn1nnc2c(N3CCN(C(=O)Nc4ccc(C(F)(F)F)cc4)CC3)ncnc21,i
CC(=O)Nc1ccc(NC(=O)c2ccc(=O)n(Cc3cccc(C(F)(F)F)c3)c2)cc1,i
O=S(=O)(NCC(O)c1ccc(C(F)(F)F)cc1)C1CC1 (configuration not stated),i
O=C(NCC(O)c1ccc(C(F)(F)F)cc1)C1CCC1 (configuration not stated),i
Cc1cc([N+](=O)[O-])ccc1NC(=O)c1ccc(=O)n(Cc2cccc(C(F)(F)F)c2)c1,i
O=C(Nc1ccccc1C(F)(F)F)c1ccc(=O)n(Cc2ccccc2F)c1,i

(listing goes on)
Compound,GIRK2 activator
CC(=O)c1cccc(NC(=O)Cc2csc(Nc3cccc(Cl)c3)n2)c1,i
N#Cc1ccc(Cl)cc1NC(=O)C(=O)NCCN1CCOC(c2ccccc2)C1 (configuration not stated),i
O=C(CCCCn1c(=O)[nH]c2ccccc2c1=O)N1CCN(c2ccc(Cl)cc2)CC1,i
Cc1cc(NC(=O)c2ccc([N+](=O)[O-])c(C)c2)ccc1N1CCCCC1=O,i
COc1ccc(S(=O)(=O)N2CCC(c3nnc(C4CC4)o3)CC2)cc1,i
O=C(Cc1csc(SCC(=O)c2cccs2)n1)NCCC1=CCCCC1,i
CC(C)(C)c1ccc(C(=O)NCCCn2nc(-c3cccnc3)ccc2=O)cc1,i
O=C(NCC(O)(c1ccccc1)C(F)(F)F)c1cccs1 (configuration not stated),i
CCOC(=O)CC(=O)CSc1ccnc2c1c(=O)n(C)c(=O)n2C,i
CCOC(=O)c1ccc(NC(=O)c2ccc(=O)n(Cc3cccc(C(F)(F)F)c3)c2)cc1,i
CC(C)NC(=O)C(=O)NCCN1CCOC(c2ccccc2)C1 (configuration not stated),i
COCC(=O)N1CCCc2ccc(NC(=O)C3CC(=O)N(c4ccc(F)cc4)C3)cc21 (configuration not stated),i
CCCc1cc(=O)[nH]c(-n2nc(C3CC3)cc2NC(=O)CCc2ccc(OC)cc2)n1,i
CCCc1cc(=O)n(CC(=O)NCC2CCCO2)cn1 (configuration not stated),i
COc1cccc(C(CNS(=O)(=O)c2cccs2)N2CCOCC2)c1 (configuration not stated),i
O=C(c1ccc(=O)oc1)N1CCN(Cc2nc(-c3ccccc3)cs2)CC1,i
Cc1cc(S(=O)(=O)NCC2(O)CCCC2)ccc1F,i
CC(=O)c1ccc(Nc2nc(N3CCOCC3)nc(N3CCOCC3)n2)cc1,i
COC(=O)c1sccc1S(=O)(=O)N1CCN(c2cccc(C)c2)C(C)C1 (configuration not stated),i
O=C(CCC1CCCC1)Nc1ccc(CC(=O)N2CCCC2)cc1,i

Some of the compounds tested; count on the stated rates, not on these rows.
